# Assay outcomes deposited in PubChem BioAssay by National Center for Advancing Translational Sciences (NCATS).
# GFP derepression – epigenetic modulators derepressing GFP locus in mouse cells; mouse C127i GFP locus derepression, cytometry, 30 h; Potency, µM (highest dose often 46.1 µM), inactives show at the highest dose GFP derepression (activation); 0.09% of 68,000 active; further: % of control where 0% means no effect
#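 Murine C127i mammary cells carrying a silenced, stably integrated CMV-driven GFP reporter were treated with compound for 30 hours at 37 C. After PBS washes, GFP-positive cells were counted by laser-scanning microplate cytometry.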
# DNA Pol III inh – DNA polymerase III holoenzyme inhibition; Potency, µM (series often up to 57.1 µM), without a hit: at the highest dose activity change, negative = inhibition; reconstituted DNA polymerase III holoenzyme replication, biochemical; AID 603; 0.25% of 71,000 active; further: potency means the concentration at half of the fitted maximal effect; on the % scale 0 is the no-effect control and ±100 the full control effect
#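 Reconstituted *E. coli* holoenzyme (0.35 nM Pol III, 1 nM beta, 154 nM SSB, 2 nM primase) was preincubated with compound for 15 min at RT. Synthesis on 1.4 nM ssM13Gori ran 35 min, then was stopped with PicoGreen/EDTA and read as dsDNA fluorescence.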
# UbGFP stabilizer – proteasome inhibitors stabilizing ubiquitin-GFP reporter | Ubiquitin-GFP reporter cells, proteasome inhibition, GFP fluorescence; response scale: untreated = 0%, 10 µM MG-132 = 100% | Potency, µM (highest dose often 45.9 µM), inactives show at the top dose activation (GFP accumulation), most hits filed as activators | 67,000 tested, under 10 active | AID 526; active means well fitted activation curve with a large enough effect, not every such curve was filed as active; inconclusive means small, poorly fitted or top-dose-only effect, or another doubt; inactive means no such curve, though single readings can be large or run the other way; further: potency means the concentration at half of the fitted maximal effect
#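 Proteasome block read as GFP accumulation: ubiquitin(G76V)-GFP U2OS cells exposed to compound (2.9 nM–46 uM) for 4 hr at 37 C. Normalization used untreated cells as 0% and 10 uM MG-132 as 100%; concentration-response curves fitted.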
# ALOX15 inhib – 15-hLO (ALOX15) enzyme inhibition | P16050 | purified 15hLO-1, xylenol orange hydroperoxide absorbance | Potency, µM (top dose mostly 57.1 µM), without a hit: at the highest dose activity change, negative = inhibition, usual class: inhibitors | 1.4% of 74,000 active | AID 887; further: potency means the concentration at half of the fitted maximal effect; on the % scale 0 is the no-effect control and ±100 the full control effect; nearly all actives have a fitted effect of over 55% in size
# Target sequence (P16050 whole entry, looked up): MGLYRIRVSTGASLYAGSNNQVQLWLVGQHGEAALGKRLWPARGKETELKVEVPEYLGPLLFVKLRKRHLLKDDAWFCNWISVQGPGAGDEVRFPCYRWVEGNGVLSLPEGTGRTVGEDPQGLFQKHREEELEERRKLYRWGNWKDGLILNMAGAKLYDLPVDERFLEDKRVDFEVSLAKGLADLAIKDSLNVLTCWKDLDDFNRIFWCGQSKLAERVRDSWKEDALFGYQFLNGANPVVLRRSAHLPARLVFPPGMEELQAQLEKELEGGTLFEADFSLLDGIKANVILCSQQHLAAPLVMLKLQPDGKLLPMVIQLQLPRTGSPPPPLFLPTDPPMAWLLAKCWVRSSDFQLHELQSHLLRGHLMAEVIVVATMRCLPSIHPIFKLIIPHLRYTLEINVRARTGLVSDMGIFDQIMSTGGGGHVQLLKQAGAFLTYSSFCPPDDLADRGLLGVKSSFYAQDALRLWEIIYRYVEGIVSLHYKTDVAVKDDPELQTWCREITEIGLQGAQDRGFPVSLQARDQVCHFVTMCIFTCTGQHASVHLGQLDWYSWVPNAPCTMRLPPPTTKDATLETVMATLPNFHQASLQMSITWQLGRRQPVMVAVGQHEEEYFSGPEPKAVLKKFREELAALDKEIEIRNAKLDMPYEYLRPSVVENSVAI
#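 Inhibition is scored from a chromogenic endpoint. After 15 min enzyme-compound contact, arachidonic acid (50 uM final) reacts 6 min with 40 nM 15hLO-1 at room temperature, then Fe-XO reagent is added for 30 min and absorbance ratio recorded.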
# Tau fil binding – binders of human tau filaments. P10636. recombinant tau filaments, thioflavin S fluorescence, 15 h; filaments grown with octadecylsulfate alongside compound. Potency, µM (highest dose often 57.1 µM), inactives show top-dose activity change, negative = inhibition. 2% of 71,000 active;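 further: potency means the concentration at half of the fitted maximal effect; on the % scale 0 is the no-effect control and ±100 the full control effect; actives lower thioflavin S fluorescence by blocking filaments or displacing dye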
#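 Tau 2 uM in ThS buffer dispensed; compound added; 60 uM ODS added (finals 1 uM tau, 30 uM ODS); 15 h 37 C; fluor ex450/em510.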
# Hsp90 Hop PPI – changes Hsp90-Hop TPR2A binding signal, up or down; AlphaScreen TPR2A-His6 binding biotin-Hsp90 C-terminal peptide; AID 595; Potency, µM (series often up to 57 µM), without a hit: at the top dose activity change, negative = inhibition; 0.44% of 71,000 active; active means well fitted curve in either direction with a large enough effect; inconclusive means small, poorly fitted or top-dose-only effect, or another doubt; further: potency means the concentration at half of the fitted maximal effect; on the % scale 0 is the no-effect control and ±100 the full control effect; many of its hits are not listed in these tables
# HADH2 inh – HADH2 (human) dehydrogenase inhibition. recombinant HADH2, NADH fluorescence, beta-hydroxybutyryl-CoA. Potency, µM (top dose mostly 57.1 µM), for the others: top-dose activity change, negative = inhibition, usual class: inhibitors. 3.4% of 73,000 active. AID 886; further: potency means the concentration at half of the fitted maximal effect; on the % scale 0 is the no-effect control and ±100 the full control effect; nearly all actives have a fitted effect of over 60% in size; many of its hits are not listed in these tables
# Target sequence (Q99714 whole entry, looked up, one chain of several): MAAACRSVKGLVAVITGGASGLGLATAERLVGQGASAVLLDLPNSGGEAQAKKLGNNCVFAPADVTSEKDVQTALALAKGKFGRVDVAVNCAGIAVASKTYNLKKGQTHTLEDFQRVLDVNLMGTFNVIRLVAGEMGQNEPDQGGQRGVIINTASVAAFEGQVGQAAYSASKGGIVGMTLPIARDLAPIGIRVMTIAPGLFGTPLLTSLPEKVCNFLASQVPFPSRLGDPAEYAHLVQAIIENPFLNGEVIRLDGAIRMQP
#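 His-tagged recombinant enzyme from E. coli, 20 nM, preincubated 15 min RT with compound; reaction started with 1 mM NAD+ and 90 uM beta-hydroxybutyryl-CoA in 100 mM Tris-HCl pH 9.0. NADH fluorescence (ex 360/em 450) read over 4 min; last-minus-first difference.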
# CRE Fsk mod – modulators of forskolin-stimulated CRE signaling in CHO cells | Potency, µM (highest dose often 38.2 µM), without a hit: at the top dose activity change, negative = inhibition, actives largely listed as activators | AID 662 | 2.5% of 71,000 active | CHO CRE-bla reporter (cAMP response element driving beta-lactamase), forskolin EC10, beta-lactamase ratio; active means well fitted activation curve with a large enough effect in the signal ratio, with a control signal flat, not every such curve was filed as active; inconclusive means small, poorly fitted or top-dose-only effect, or effect the other way, or a change in a side signal; the % refers to the signal ratio; further: potency means the concentration at half of the fitted maximal effect; % of control where 0% means no effect
#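 Cells were plated overnight at 37 °C, exposed to compound titrations plus EC10 NKH 477 for 3 h, then given CCF4 dye for 2 h at room temperature. Blue/green (460/530 nm) ratio was converted to %Activity and AC50 values calculated.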
# ERK AVP block – inhibitors of vasopressin-stimulated ERK signaling pathway | Potency, µM (doses to about 57.5 µM), inactives show at the top dose activity, negative = inhibition, most hits filed as inhibitors | 0.99% of 72,000 active | HEK293-V1b, vasopressin-stimulated pERK AlphaScreen; further: potency means the concentration at half of the fitted maximal effect; on the % scale 0 is the no-effect control and ±100 the full control effect; nearly all actives have a fitted effect of over 55% in size
#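 V1b-HEK293 cells; cpd 30 min 37C; 25 nM vasopressin 5 min; lyse 10 min; AlphaScreen beads 5 hr RT. Normalized to DMSO basal and 25 nM vasopressin; AC50 by Hill fit.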
# HBB splice mod – modulators of hemoglobin beta chain splicing | AID 925 | Potency, µM (series often up to 46.1 µM), without a hit: at the highest dose activation, most hits filed as activators | 0.06% of 65,000 active | HBB splicing reporter cell assay, activation; EGFP reporter with mutant IVS2-654 intron; response scale: normalised to 500 nM splice-correcting PNA; further: potency means the concentration at half of the fitted maximal effect; 0% is about no effect
#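 HeLa cells stably expressing EGFP interrupted by mutant beta-globin intron 2 (IVS2-654), 500/well in 2% FCS. Treated with compound for 2 days at 37C. Splicing correction scored as total well GFP intensity (488 nm excitation, 500-520 nm emission); 500 nM antisense PNA served as control.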
# FLuc inh – inhibitors of firefly luciferase; P08659; purified firefly luciferase, luminescence, 8 min; Potency, µM (series often up to 57.1 µM), without a hit: top-dose activity change, negative = inhibition, hits mostly inhibitors; 2.2% of 72,000 active; further: potency means the concentration at half of the fitted maximal effect; on the % scale 0 is the no-effect control and ±100 the full control effect; nearly all actives have a fitted effect of over 40% in size
#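 Here, luciferase activity is measured as luminescence following an 8 min room-temperature reaction at 10 uM ATP, pH 7.2. Every library sample is titrated.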
# Starred values were filed as active, the others as inactive; ? = inconclusive; · = not tested or not shown; [ ] = dose if it differs, or a comment. Unless noted, the call rests on the fitted dose curve; in most records, active means well fitted curve in the direction sought with a large enough effect; inconclusive means small, poorly fitted or top-dose-only effect, or another doubt; inactive means no such curve, though single readings can be large; an effect the other way counts as inactive or inconclusive. Some of the compounds tested; rates above refer to the full screens.
SMILES,GFP derepression,DNA Pol III inh,UbGFP stabilizer,ALOX15 inhib,Tau fil binding,Hsp90 Hop PPI,HADH2 inh,CRE Fsk mod,ERK AVP block,HBB splice mod,FLuc inh
CCCCOC(=O)Nc1ccccc1C(N)=O,-1.6%,-3.5%,-3.4%,-3.6%,-11.9%,-4.9%,4.0%,4.8%,9.5%,-4.1%,-5.4%
O=C(c1cc(-c2cccnc2)nc2ccc(Br)cc12)N1CCN(c2ncccn2)CC1,-1.1%,1.0%,-10.8%,6.9%,?,-3.6%,6.6%,?,-21.5%,-0.4%,2.9%
Cc1nn(Cc2ccc(Cl)cc2)c(C)c1NC(=O)c1cc(-c2ccco2)on1,2.9%,-0.3%,-4.8%,-29.2%,1.8%,-7.2%,3.7%,-6.8%,4.0%,-2.0%,-4.4%
Cc1ccc2oc(=O)c3cnn(CC(=O)NC4CCN(Cc5ccccc5)CC4)c3c2c1,-3.4%,-3.5%,11.8%,8.7%,72.4%,-0.5%,5.5%,-5.5%,-9.4%,-1.1%,-8.6%
O=C(O)C1(P(=O)(c2ccccc2)c2ccccc2)CCC1,-1.5%,1.1%[11.4 µM],?,-9.9%[11.4 µM],-3.7%[11.4 µM],-9.2%[11 µM],3.4%[11.4 µM],27.0%[7.6 µM],-9.6%,-1.0%[0.0738 µM],-4.5%
C[C@@H](C[C@H](N)C(=O)O)C(=O)O,10.3%[9.22 µM],-10.0%[11.4 µM],-2.8%[9.17 µM],5.6%[11.4 µM],18.1%[11.4 µM],-0.4%[11 µM],-1.5%[11.4 µM],-0.4%[7.6 µM],7.6%[11.5 µM],2.4%[9.22 µM],4.0%[11.4 µM]
C(=N\n1cnnc1)/c1ccc(-c2ccccc2)cc1,-1.8%,-2.0%,-14.7%,10.6%,101.6%,-5.8%,-2.3%,8.6%,-15.4%,1.4%,-8.1%
Nc1nonc1C(=O)NCCNC(=O)c1ccccc1F,-2.7%,2.0%,-2.1%,0.2%,-2.7%,-2.3%,1.7%,-6.7%,9.6%,-0.3%[57.5 µM],0.1%
Cc1nc2cc(C(=O)O)ccc2s1,-1.3%,-3.8%,-2.2%,-1.2%,-7.2%,-8.1%,-12.8%,-0.9%,-4.1%,·,0.3%
CCOC(=O)CSc1nnc(CNC(=O)c2ccc(OC)cc2OC)n1-c1ccc(OC)cc1,11.2%,1.3%,2.6%,8.4%,-4.6%,-2.8%,-5.0%,1.8%,23.5%,-0.6%,1.5%
CN(c1cccc(NC(=O)CN2C(=O)c3ccccc3S2(=O)=O)c1)S(C)(=O)=O,-0.4%,-6.3%,4.9%,0.9%,3.6%,-2.2%,-6.1%,-5.8%,11.1%,0.5%,-1.0%
Cc1ccc(NC(=O)CCn2cnc3ccccc3c2=O)cc1Cl,3.2%,-1.4%,-4.0%,-2.1%,131.8%,-1.6%,10.3%,?,9.4%,3.6%,0.7%
CCC1CCCCN1Cc1ccc(CNS(=O)(=O)c2ccc3c(c2)oc(=O)n3C)o1 (centres undefined),-2.2%,-0.8%,-5.3%,9.5%,0.7%,-5.0%,-28.4%,-10.1%,-18.3%,2.1%[57.5 µM],0.0%
Cc1nc2cnc(N3CCN(C)CC3)nc2n(C)c1=O,-7.2%[9.22 µM],-5.0%,5.1%,7.0%,-8.9%,-4.8%,17.4%,-10.2%,-18.4%,2.0%,0.9%[11.4 µM]
COC(=O)c1[nH]c2ccccc2c1NC(=O)CN1CCCc2ccccc21,4.6%,-2.4%,0.7%,-15.3%,-53.8%,-10.4%,-2.7%,?,-10.8%,0.1%[1.84 µM],-2.8%
Nc1nnc(SCc2ccccc2F)n1-c1ccccc1,0.0%,-0.1%,2.5%,1.8%,3.6%,-2.7%,-7.6%,-12.9%,0.1%,-0.6%,4.3%
COc1ccc(C2C(C(=O)Nc3cc(C)on3)c3ccccc3C(=O)N2C)cc1OC (centres undefined),-0.4%,0.0%,5.7%,6.5%,5.0%,-4.6%,25.7%,-13.0%,18.6%,-1.8%,-2.3%
COCCN(CCOC)c1nc(C)nc2c1nc(-c1ccccc1)n2CCCN(C)C,·,-4.6%,-2.9%,?,7.8%,-1.1%,?,-3.9%,-4.5%,-0.1%,·
Cc1c(C(=O)NCCc2ccccc2)oc2ccc(S(=O)(=O)N3CCOCC3)cc12,0.0%,-6.1%,11.9%,1.0%,4.8%,-1.7%,3.7%,-11.9%,-9.7%,-0.8%,0.8%
COC(=O)N1CCC2(CCN(C(=O)Nc3ccc(OC)cc3)CC2)CC1,2.3%[9.22 µM],-5.8%,4.1%,2.1%,8.8%,-5.2%,4.0%,4.6%,8.1%,-0.2%,0.4%[11.4 µM]
NC(=O)CCN(Cc1ccccc1)S(=O)(=O)c1ccccc1,0.0%,-3.8%[11.4 µM],26.4%[9.17 µM],13.4%[11.4 µM],4.1%[11.4 µM],-5.9%[11 µM],-1.5%[11.4 µM],?,-14.4%,0.2%[0.0738 µM],2.2%
COc1ccccc1OCc1ccc(C(=O)N2CCN(C(=O)c3ccco3)CC2)cc1,0.2%,-6.7%,15.0%,1.7%,0.3%,-4.1%,-21.3%,?,-8.9%,1.4%,-0.1%
COc1ccc(NC(=O)CCN2C(=O)C3CC=C(Cl)CC3C2=O)cc1 (centres undefined),1.9%,2.1%,7.7%,2.9%,-5.0%,-5.0%,2.9%,-2.0%,-10.3%,-0.2%,0.5%
Cn1cccc1Cc1nnc(SCC(=O)NCCc2ccccc2)n1-c1ccc(F)cc1,·,-5.0%,0.4%,?,24.2%,-4.4%[2.3 µM],-3.4%,-11.8%,-19.9%,-0.2%,-0.4%
Cc1nc(N2CCN(c3ccccc3)CC2)[nH]c(=O)c1Cc1ccccc1,0.0%,0.5%,5.2%,3.9%,-0.7%,-3.4%,-9.2%,-9.1%,3.3%,5.2%[0.369 µM],0.2%

# Individual results from above:
# Under ALOX15 inhib, Cc1ccc(NC(=O)CCn2cnc3ccccc3c2=O)cc1Cl is listed with -2.1%
# Under ERK AVP block, Cc1nc2cnc(N3CCN(C)CC3)nc2n(C)c1=O is listed with -18.4%

# Next results:
SMILES,GFP derepression,DNA Pol III inh,UbGFP stabilizer,ALOX15 inhib,Tau fil binding,Hsp90 Hop PPI,HADH2 inh,CRE Fsk mod,ERK AVP block,HBB splice mod,FLuc inh
CCOC(=O)c1cnc(-n2cc(C)cn2)nc1Nc1ccccc1OC,-2.6%,-2.0%,-4.8%,71.1%[activator],58.9%,-3.4%,9.0%,?,-5.4%,0.7%,2.8%
Cc1nnc(N(Cc2ccccc2)C(=O)c2cnccn2)s1,-1.2%,-4.8%,-3.9%,7.0%,3.4%,1.6%,3.3%,5.9%,-6.9%,·,1.4%
COc1cc(OC)c(OC)cc1CNC1CCCCCC1,-2.1%,-3.6%,-5.3%,2.6%,-12.4%,-3.4%,-9.3%,-0.2%,-21.8%,2.8%,2.7%
Cc1c(C(C)O)nnn1-c1nonc1N (centres undefined),-2.8%,-4.3%,0.0%,-1.4%,3.8%,-5.1%,1.8%,?,9.5%,-1.9%,1.6%
O=C(Nc1c(F)cc(F)cc1Br)c1cc(-c2ccc(O)cc2)on1,0.0%,-1.3%,0.4%,?,13.8%,-3.0%,?,?,-6.7%,-0.1%,-4.9%
NS(=O)(=O)O,·,-4.4%,·,-12.5%,11.7%,?,-3.1%,-13.1%,30.1%,-0.8%,·
Cc1ccc2oc(=O)c3cnn(CC(=O)N4CCc5ccccc5C4)c3c2c1,0.0%,-16.7%,-6.2%,4.3%,13.3%,-0.8%,9.6%,-15.2%,-11.6%,0.2%,-0.7%
Cn1c(=O)c(-c2ccc(Cl)cc2)nc2cnc(N3CCNCC3)nc21,2.3%[9.22 µM],-7.1%,7.8%,?,128.4%,2.2%,2.3%,?,0.5%,1.8%,-12.8%[11.4 µM]
N#CC(C(=O)NCCc1ccccc1)c1nc2ccccc2nc1N1CCOCC1 (centres undefined),13.9%,0.2%,1.4%,-7.2%,2.51µM*,2.1%,2.4%,?,?,6.5%[1.84 µM],-1.9%
